High-throughput results: PubChem BioAssay, Emory University Molecular Libraries Screening Center
EP2 antag = blocks the human prostaglandin E2 receptor EP2; P43116; C6 glioma cells expressing human EP2, cAMP TR-FRET; cells stimulated with saturating PGE2; inhibition, % at 25 µM; actives 0.52% (n = 260,000);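 active = percent inhibition above 40 after rounding to a whole number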;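 also: rat C6 glioma host cells with rolipram phosphodiesterase inhibitor present; the protocol text gives 20 µM as final concentration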
Target sequence (P43116 whole entry, looked up): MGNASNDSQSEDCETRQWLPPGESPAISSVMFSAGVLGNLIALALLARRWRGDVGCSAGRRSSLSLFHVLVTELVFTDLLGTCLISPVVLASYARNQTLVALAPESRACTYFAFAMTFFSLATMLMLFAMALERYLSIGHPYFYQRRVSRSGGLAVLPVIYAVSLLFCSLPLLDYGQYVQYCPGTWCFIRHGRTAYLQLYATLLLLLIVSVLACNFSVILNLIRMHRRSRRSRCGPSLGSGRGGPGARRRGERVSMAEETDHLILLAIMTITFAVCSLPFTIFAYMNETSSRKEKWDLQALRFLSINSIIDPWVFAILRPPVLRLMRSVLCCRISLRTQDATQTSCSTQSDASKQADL
EP2 mod = modulates human prostaglandin E2 receptor EP2 signaling; P43116; EP2-expressing cells, cAMP HTRF FRET, PGE2 co-stimulation; induction, % at 25 µM; actives 0.83% (n = 260,000);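 active = compounds whose cAMP rise, as percent of the full-agonist control response, exceeds 60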;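 also: rat C6 glioma line stably carrying human EP2 under a CMV promoter; the protocol text gives 20 µM as final concentration; 100% = response of wells given 1 µM PGE2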
Numbers without * were called inactive. These rows are one share of the data; rates above refer to the full screens.

SMILES	EP2 antag	EP2 mod
CCCN1C(=O)/C(=C/N(C(C)=O)c2ccccc2)SC1=S	12	49
O=C(Nc1nncs1)c1cc(S(=O)(=O)N2CCCCC2)ccc1Cl	6	-17
CC(=O)OC/C=C(C)/C=C/C=C(C)/C=C/C1=C(C)CCCC1(C)C	10	7
CCCCCCCCCCCCCCCC(=O)NCCO	9	22
CCOC(=O)CSc1nnc(-c2cccc(C)c2)n1-c1ccc(OC)cc1	11	-5
CCc1ccc(-c2csc3ncn(CC(=O)Nc4ccc(OC)cc4OC)c(=O)c23)cc1	13	5
CNC(=S)N(Cc1ccco1)Cc1cc2ccc(C)c(C)c2[nH]c1=O	11	-51
CCCOc1cccc(C(=O)Nc2nnn(C)n2)c1	7	-16
O=C(Cn1nc(-c2cccs2)n(-c2ccncc2)c1=O)NCC1CC1	7	-22
O=C(N/C(=C\c1ccco1)C(=O)N1CCSCC1)c1ccccc1	14	1
CC(C)c1nc2ccccc2c2nn(CC(=O)NCc3cccc(F)c3)c(=O)n12	3	7
COc1cccc(-c2cccc(NS(=O)(=O)c3ccc4c(c3)CCC(=O)N4)c2)c1	9	-99
Cc1ccc(Cl)cc1NC(=O)CN1C(=O)CSC1=O	11	-7
CC(=O)Nc1cccc(-c2csc(Nc3ccc(O)cc3)n2)c1	19	-95
O=C(O)c1ccc(NC2CC(O)C(CO)O2)cc1 (centres undefined)	10	-4
c1ccc(-n2c(SCCN3CCCCC3)nnc2-c2cccnc2)cc1	6	-18
COc1ccc2cc(C)c3nn(CC(=O)N(C)C)c(=O)n3c2c1	9	-31
COCCn1c(NN)nc2c1c(=O)[nH]c(=O)n2C	7	-12
CCOc1ccc2nc(NC(=O)CSc3nncn3-c3ccccn3)sc2c1	10	2
CCc1ccccc1N(CC(=O)NC1CCCC1)C(=O)CCC(=O)Nc1nccs1	11	11
CCN(CCO)CCCC(C)Nc1ccnc2cc(Cl)ccc12 (centres undefined)	11	12
COc1cccc(CC(=O)N2CCCC(c3noc(-c4ccccn4)n3)C2)c1 (centres undefined)	7	-17
COCCN(Cc1cc2cc(C)ccc2n2nnnc12)C(=S)Nc1ccc(OC)cc1	8	-6
CC1C(c2ccc(F)cc2)=NOC1C(=O)NCc1cc(C2CC2)n[nH]1 (centres undefined)	9	-18
O=C(O)C1(Nc2ccc(Cl)cc2)CCCC1	13	12
O=C(CSc1n[nH]c(-c2ccccc2O)n1)N1c2ccccc2Sc2ccccc21	10	-41
Cc1ccc(C(C(=O)NC2CCCCC2)N(Cc2cccs2)C(=O)c2csnn2)o1 (centres undefined)	15	1
CC(=O)Nc1ccc(C(O)CN2CCC(O)(c3ccccc3F)CC2)cc1 (centres undefined)	5	-28
Cc1cc(C)c2cc(CN(Cc3cccs3)S(=O)(=O)c3ccc(Cl)cc3)c(=O)[nH]c2c1	8	-37
CN1CCN(Cc2cc(CN(C)CC3CCN(C)C3)ccc2O)CC1 (centres undefined)	5	-24
C[N+](C)(N)Cc1csc(-c2ccc(Cl)cc2)n1	14	2
CC(=O)c1ccc(NC(=O)c2sc3nc4cc(C)ccc4cc3c2N)cc1	13	-14
COC(=O)C1=CNC=C(C(=O)OC)C1c1ccccc1Br	9	11
CCOc1ccc(C(=O)Nc2nnn(C)n2)cc1	15	-10
CN1CCN(C(=O)CSc2nc(-c3cccs3)cc(C(F)(F)F)n2)CC1	14	0
CCOC(=O)C1CCN(C(c2cc3cccc(C)c3[nH]c2=O)c2nnnn2C(C)(C)C)CC1 (centres undefined)	19	4
Cc1cccc(Cn2c(NCCCO)nc3c2c(=O)[nH]c(=O)n3C)c1	13	18
COc1ccc(C(=O)Nn2c(Cc3cccs3)nc3ccccc3c2=O)cc1	13	-12
COc1ccccc1NC(=O)N(Cc1cc2c(C)ccc(C)c2[nH]c1=O)C1CCCC1	12	-6
N#CC(CC(=O)O)=C(c1ccccc1)c1ccccc1	8	2

6 compounds from above, arranged by SMILES length, falling:
SMILES	EP2 antag	EP2 mod
Cc1ccc(C(C(=O)NC2CCCCC2)N(Cc2cccs2)C(=O)c2csnn2)o1 (centres undefined)	15	1
O=C(CSc1n[nH]c(-c2ccccc2O)n1)N1c2ccccc2Sc2ccccc21	10	-41
COCCN(Cc1cc2cc(C)ccc2n2nnnc12)C(=S)Nc1ccc(OC)cc1	8	-6
CC(=O)Nc1ccc(C(O)CN2CCC(O)(c3ccccc3F)CC2)cc1 (centres undefined)	5	-28
C[N+](C)(N)Cc1csc(-c2ccc(Cl)cc2)n1	14	2
N#CC(CC(=O)O)=C(c1ccccc1)c1ccccc1	8	2

Next part.
SMILES	EP2 antag	EP2 mod
CCOc1ccc2[nH]c(=O)c(CN(CCO)S(=O)(=O)c3ccc(Br)cc3)cc2c1	14	17
c1ccc2c(c1)CC(CN1CCCCC1)O2 (centres undefined)	8	17
CCNC(=S)N1CCN(c2cccc(OC)c2)CC1	14	-19
CCC(=O)Nc1cccc(C(=O)OCC(=O)c2cccs2)c1	3	-39
O=C(/C=C/c1ccccc1)c1ccc(O)cc1O	11	-8
COc1ccc(OC)c(C(=O)CSc2nc(C(C)(C)C)nc3ccccc23)c1	6	58
CCCCCCCCCCCCC/C=C/C(O)C(N)CO (centres undefined)	11	-17
N#CC1=C(SCC(=O)Nc2cccc3ccccc23)NC(=O)CC1c1cccs1 (centres undefined)	9	-94
Cc1cc2c(cc3c(=O)n(CC(=O)NC(C)C)nc(C)n32)o1	5	-36
O=C(CS(=O)CC(=O)Nc1cccnc1)Nc1ccc(F)cc1 (centres undefined)	7	-17
COc1ccccc1NC(=O)Cn1cnc2sc(C)c(-c3ccc(C)c(C)c3)c2c1=O	5	37
Nc1no[n+]([O-])c1C(=O)NCc1ccco1	11	-52
O=C(NC1CCCCC1)N(Cc1cc2cc3c(cc2[nH]c1=O)OCO3)C1CCCCC1	4	-4
COc1ccc(NC(=O)CSc2nc3sc(C)c(C)c3c(=O)[nH]2)c(OC)c1	20	-19
COc1ccc(C2(C(=O)NC(C)c3nc(-c4ccncc4)n[nH]3)CCCC2)cc1 (centres undefined)	6	-25
Cc1cc(C)c2[nH]c(=O)c(C(c3nnnn3C3CCCCC3)N3CCN(C)CC3)cc2c1 (centres undefined)	11	3
CNC(=S)N(Cc1ccccc1)Cc1cc2cccc(C)c2[nH]c1=O	11	-48
COc1ccc(S(=O)(=O)N2CCN(c3ncccn3)CC2)cc1OC	5	-15
COc1cc(CN2C(=O)[C@@H]3CCCN3C(=O)c3ccccc32)cc(OC)c1OC	3	-31
COC(=O)C1C(=O)C2=C(CC1C)Nc1ccccc1NC2c1ccc(C(C)C)cc1 (centres undefined)	3	-5
CN(C)CC(C)(C)CN1c2ccccc2Sc2ccccc21	13	-5
COc1cccc(C2(NC(=O)CCn3nc(C)c(C)c3C)CCCC2)c1	7	-19
COc1cc(OC)cc(-n2nnnc2SCC(=O)Nc2ccccc2C)c1	3	-47
Cc1ccc2cc(CN(CCc3ccccc3)C(c3nnnn3C3CCCC3)C(C)C)c(=O)[nH]c2c1 (centres undefined)	17	19
COc1cc(C)c(C(C)C)cc1S(=O)(=O)N1CCCC1	12	22
CN1CCN(c2ccncc2S(=O)(=O)N2CCN(C)CC2)CC1	11	-20
Cc1occc1-c1nn(C2CCN(C(=O)CCc3ccccc3)CC2)c(=O)o1	7	-92
CCc1nc(SCC(=O)N2CCCCCC2)c2ccccc2n1	13	30
COc1ccc(C(=O)Nc2sc3c(c2C#N)CCCC3)cc1Cl	25	-15
CC1Cc2cc(C(O)CN3CCC(C(C)(C)C)CC3)ccc2N1S(C)(=O)=O (centres undefined)	5	-28
C/C(=C\c1ccc(Cl)cc1)C(C)(C)C(=O)O	8	15
COc1ccc(CN(Cc2cc3cc(OC)ccc3[nH]c2=O)Cc2nnnn2C(C)(C)C)cc1	7	16
CCC(=O)N(Cc1ccccc1Cl)Cc1cc2cc(C)c(C)cc2[nH]c1=O	10	22
CCOC(=O)c1c(NC(=S)NC(=O)c2ccccc2Cl)sc2c1CCC2	6	18
CCc1ccc2[nH]c(=O)c(CN(Cc3ccc4c(c3)OCO4)S(=O)(=O)c3ccccc3F)cc2c1	11	12
CCC(c1nnnn1C(C)(C)CC)N1CCN(c2cccc(C)c2C)CC1 (centres undefined)	8	-1
COc1ccc(CNc2c(-c3ccc(O)cc3)nc3cnccn23)cc1	13	-69
O=C(c1ccc2c(c1)OCO2)N1CCC(c2ccc(F)cc2)CC1	4	-55
Cc1cc(C)n(C(=O)CNC(=O)c2ccc(Cl)cc2Cl)n1	9	-2
Cc1cc(C)nc(N2CCCC(C(=O)NCC#N)C2)n1 (centres undefined)	10	24
Cc1cc(=O)[nH]c(SCC(=O)Nc2ccc(Cl)c(C)c2)n1	14	-16
O=C(NC1CCCCC1)NC1CCCCC1	16	11
COCCCn1c(SCC(=O)OC2CCCCC2)nnc1-c1ccccc1	9	2
CCC(=O)NNC(=O)CSc1nnnn1-c1ccc2c(c1)OCCO2	12	-8
O=C(c1c(F)cccc1F)N1CCCc2ccccc21	6	37
COc1cccc(CN(CC(=O)NC(C)(C)C)C(=O)Cn2nnc(-c3cccs3)n2)c1	10	-9
COc1cc(CNC(=O)C2CCN(c3nc4ccccc4n3C)CC2)cc(OC)c1OC	5	-51
CCn1c(SCC(=O)Nc2ccc(F)c(Cl)c2)nc2c1c(=O)n(C)c(=O)n2C	12	-57
COC(=O)c1ccccc1S(=O)(=O)N(CCCO)Cc1cc2cc3c(cc2[nH]c1=O)OCCO3	8	-5
C[N+](C)(C)c1ncnc2c1ncn2[C@@H]1C[C@H](O)[C@@H](CO)O1	10	0
Cc1cc(=O)oc2cc(OCC(=O)NCCc3ccccc3)ccc12	29	-58
Cc1nc2ccccc2n1CC(=O)N1CCC2(CC1)NC(=O)c1ccccc1O2	5	-31
N#Cc1c(NC(=O)COc2ccccc2)sc2c1CCC2	14	-30
COc1ccc(CN(Cc2cc3c(C)ccc(C)c3[nH]c2=O)S(=O)(=O)c2ccc(OC)cc2)cc1	10	-17
COc1ccc(C(O)CN2CCC3(CC2)CC(O)c2cc(C)ccc2O3)cc1 (centres undefined)	8	-108
CCC(c1nnnn1CCc1ccccc1)N(Cc1cc2cc(C)ccc2[nH]c1=O)C1CCCCC1 (centres undefined)	19	56
CSc1ncc(CN(Cc2ccc(F)cc2)CC2CCCO2)cn1 (centres undefined)	4	20
O=C1C(=O)c2ccccc2C(O)=C1C(CCc1ccccc1)C1=C(O)c2ccccc2C(=O)C1=O	42*	27
COc1ccccc1C1(O)CCCN(CC(O)c2ccc(F)cc2)C1 (centres undefined)	5	-50
O=C(Nc1cc2ccccc2cc1NC(=O)c1ccco1)c1ccco1	7	10
(cont.)
SMILES	EP2 antag	EP2 mod
COc1ccc(C2(NCc3ccc(OCC(=O)N4CCOCC4)cc3)CCCC2)cc1	4	-59
Cc1ccc2cc(CN(CC3CCCO3)S(=O)(=O)c3ccc(F)cc3)c(=O)[nH]c2c1C (centres undefined)	11	-15
Cc1cc2cc3c(cc2nc1SCC(N)=O)OCCO3	9	-54
CC(=O)NC1(c2ccccc2F)CCN(Cc2ccccc2N2CCCC2)CC1	5	-4
O=C(Nc1cc(Cl)ccc1Cl)c1nc2ncccn2n1	8	1
O=S(=O)(c1ccc2ccccc2c1)N(CC(O)CN1CCCC1)c1ccccc1 (centres undefined)	7	-51
CNC(=O)CSc1nnc(COc2ccccc2C)n1-c1cccc(OC)c1	14	26
COc1cc(CN2CCN(Cc3cccc(C)c3)CC2)cc(OC)c1O	6	-5
NC1(C(=O)O)CCCCC1	8	7
COCCNc1c(-c2ccccc2O)nc2cnccn12	8	-46
CCC(c1nnnn1Cc1ccccc1)N(Cc1cccnc1)Cc1cc2cc(OC)ccc2[nH]c1=O (centres undefined)	8	-3
COc1ccc(CN(CCN(C)C)Cc2cccs2)cc1	8	5
C=CCn1c(=O)c(C(=O)Nc2ccc(C(=O)OCCC)cc2)c(O)c2ccccc21	14	-3
CCc1ccccc1N1CC23C=CC(O2)C(C(=O)OC(C)C)C3C1=O (centres undefined)	8	-3
CC(C)Oc1cc(O)c2c(c1)OCC=C2CCC(=O)O	11	22
Cc1ccc(Cl)cc1S(=O)(=O)N1CCC(C(=O)NCc2cccs2)CC1	12	-70
Cc1ccnc(N2CCCC(C(=O)Nc3cccc4ccccc34)C2)n1 (centres undefined)	7	-37
O=C(NCCNC1CCCC1)c1cccs1	8	-12
COCCn1c2ccccc2n2c(=O)n(CC(=O)N3C(C)CCCC3C)nc12 (centres undefined)	3	-30
COc1cccc(-n2c(SCC(=O)Nc3cccc(Cl)c3C)nc3ccccc3c2=O)c1	9	-6

Next section (two carried over from the part before).
SMILES	EP2 antag	EP2 mod
COCCn1c2ccccc2n2c(=O)n(CC(=O)N3C(C)CCCC3C)nc12 (centres undefined)	3	-30
COc1cccc(-n2c(SCC(=O)Nc3cccc(Cl)c3C)nc3ccccc3c2=O)c1	9	-6
CC(C)(C)NC(=O)CSc1nnc2c3ccccc3nc(Cc3ccccc3)n12	6	-7
N#CC1=C(N)Oc2[nH]c(=O)[nH]c(=O)c2C1c1ccc(Cl)cc1Cl (centres undefined)	7	-23
CCOc1ccc(-n2nnnc2SCC(=O)Nc2ccc(C)c(NC(=O)CC)c2)cc1	11	-83
COc1cccc(NC(=O)CSc2nnc3c(n2)[nH]c2ccc(OC)cc23)c1	6	-83
O=C(C1CC1)N1N=C(c2ccccc2)CC1(O)C(F)(F)F (centres undefined)	9	-16
CCCNC(=O)CSc1nnc(-c2cccnc2)n1-c1ccccc1OC	7	-12
C[C@@H](N)/C(N)=N\O	9	32

Record cards, from the list above. Order of values: EP2 antag	EP2 mod
C[C@@H](N)/C(N)=N\O reads 9	32
COc1cccc(NC(=O)CSc2nnc3c(n2)[nH]c2ccc(OC)cc23)c1 reads 6	-83
